M1 ag parental: counter-screen for M1 agonists: effect in parental CHO-K1 cells; Fluo-8 calcium fluorescence; scaled to maximal ATP response, vehicle zero; activation, % at 3 µM; 360,000 compounds, 0.48% hits; in the data active = activation above about 15%;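 also: untransfected CHO-K1 host cells lacking M1 receptor as counterscreen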
V1R ag counter: activates human V1a receptor in oxytocin agonist counter-screen | P37288 | CHO-V1R cells, Fluo-8 calcium fluorescence, agonist mode; 0% DMSO, 100% 3 nM vasopressin | activation, % at 3 µM | AID 2797 | 320,000 compounds, 0.25% hits;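 active = activation above the mean activation of all tested compounds plus 3 SD, per screening run, cut at about 20% in these data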;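 also: signal is peak over basal fluorescence ratio across a 100 second FLIPR read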
OXTR ag: agonists of human oxytocin receptor. P30559. CHO-OTR cells, Fluo-8 calcium fluorescence; normalized: DMSO 0%, oxytocin 100%. activation, % at 3 µM. 320,000 compounds, 0.32% hits. AID 2435;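 active = activation above the mean of all tested compounds plus 3 SD, cutoff set per screening run, cut at about 20% in these data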;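 also: peak over basal fluorescence ratio from a 100 s FLIPR kinetic read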
Target sequence (P30559 whole entry, looked up): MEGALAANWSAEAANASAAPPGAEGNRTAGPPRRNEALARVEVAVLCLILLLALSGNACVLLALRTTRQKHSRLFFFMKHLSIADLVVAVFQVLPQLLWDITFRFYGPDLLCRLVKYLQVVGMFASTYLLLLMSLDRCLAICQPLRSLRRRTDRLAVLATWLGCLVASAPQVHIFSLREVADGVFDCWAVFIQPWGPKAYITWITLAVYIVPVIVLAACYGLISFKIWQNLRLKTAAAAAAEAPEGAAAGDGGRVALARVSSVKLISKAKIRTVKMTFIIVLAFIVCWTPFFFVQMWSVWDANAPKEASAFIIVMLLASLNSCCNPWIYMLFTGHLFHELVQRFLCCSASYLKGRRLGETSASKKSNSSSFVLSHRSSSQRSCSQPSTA
CHO-K1 Ca PAM: counter-screen for M1 PAMs: effect in parental CHO-K1 cells; ATP EC20, Fluo-8 calcium fluorescence; 0% at ATP EC20, 100% at ATP max; 360,000 compounds, 0.02% hits; activation, % at 3 µM;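 active = activation above the run cutoff, the mean activation of all test compounds plus 3 SD, cut at about 40% in these data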;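 also: peak over basal fluorescence ratio in a 140 s read after ATP addition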
CHO parental Ca: counter-screen: ATP calcium response change in parental CHO cells | inhibition, % at 5.6 µM | 330,000 compounds, 0.63% hits | parental CHO-K1, ATP-induced calcium, Fluo-8 fluorescence | AID 463079;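 active = inhibition above that plate's mean sample inhibition plus 3 SD, cut at about 26% in these data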;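 also: 0% = ATP-challenged DMSO wells and 100% = DMSO wells without ATP; some compounds past the cut are filed as inactive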
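Measured by: calcium-sensitive Fluo-8 fluorescence / Test system: CHO parental line / Controls: ATP-challenged DMSO wells low, unchallenged DMSO wells high / Measure: % inhibition / Compound: single nominal dose of 5.6 µM per compound / Replicates: single well per compound, no replicates / Reagent: ATP as calcium-mobilizing challenge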
CHO-K1 Ca antag: nonselective inhibitor or artifact in parental CHO-K1 cells; ATP-induced calcium, Fluo-8 fluorescence; inhibition, % at 3 µM; 360,000 compounds, 0.6% hits;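 active = inhibition above a per-plate cutoff, the plate's mean sample inhibition plus 3 SD, cut at about 24% in these data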;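 also: 0% = DMSO plus EC80 ATP and 100% = DMSO alone without ATP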
GPR7 antag: human neuropeptides B/W receptor 1 antagonism; P48145; GPR7-expressing cells, fluorescence antagonist assay; inhibition, % at 4.4 µM; 290,000 compounds, 1.1% hits; in the data active = inhibition above about 16%, passing the limit was not always enough;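 also: cells stimulated with the agonist NPW; 0% = agonist with vehicle and 100% = vehicle without agonist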
Target sequence (P48145 whole entry, looked up): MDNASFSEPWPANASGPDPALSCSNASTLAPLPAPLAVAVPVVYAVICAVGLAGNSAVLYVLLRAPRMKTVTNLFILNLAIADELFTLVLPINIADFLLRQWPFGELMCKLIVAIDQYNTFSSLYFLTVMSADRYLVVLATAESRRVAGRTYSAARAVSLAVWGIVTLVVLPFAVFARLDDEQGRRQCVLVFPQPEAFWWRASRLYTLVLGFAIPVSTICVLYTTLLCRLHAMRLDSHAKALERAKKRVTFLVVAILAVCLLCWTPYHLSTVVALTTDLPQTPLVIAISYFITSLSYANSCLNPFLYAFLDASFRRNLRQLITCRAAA
OXTR potentiate: potentiators of human oxytocin receptor; P30559; CHO-OTR cells, Fluo-8 calcium fluorescence, potentiator mode; 0% = oxytocin EC15, 100% = EC100; activation, % at 3 µM; 320,000 compounds, 0.061% hits;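 active = activation above that plate's cutoff, the mean activation of tested compounds plus 3 SD, cut at about 6.6% in these data, passing the limit was not always enough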;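 also: 100% uses oxytocin at 75 nM as the full agonist control; some results filed as inactive read as strong as hits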
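System: human OTR in CHO cells; Also added: sub-maximal oxytocin, roughly EC15; Timing: compound 6 min at room temperature before oxytocin, 100 s read; Technique: Fluo-8 intracellular calcium fluorescence, ex 470-495, em 515-575 nm; Controls: oxytocin EC15 low and EC100 high; Replication: singlicate.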
TAAR1 antag: human TAAR1 antagonism; inhibition, % at 3 µM; AID 624466; CHO RD-HGA16 TAAR1, Fluo-8 calcium fluorescence, antagonist; Q96RJ0; 360,000 compounds, 1.5% hits;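 active = inhibition above a per-plate cutoff, the mean inhibition of test compounds on that plate plus 3 SD, cut at about 49% in these data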;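 also: 0% = DMSO plus EC80 beta-PEA response and 100% = DMSO alone without agonist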
Target sequence (Q96RJ0 whole entry, looked up): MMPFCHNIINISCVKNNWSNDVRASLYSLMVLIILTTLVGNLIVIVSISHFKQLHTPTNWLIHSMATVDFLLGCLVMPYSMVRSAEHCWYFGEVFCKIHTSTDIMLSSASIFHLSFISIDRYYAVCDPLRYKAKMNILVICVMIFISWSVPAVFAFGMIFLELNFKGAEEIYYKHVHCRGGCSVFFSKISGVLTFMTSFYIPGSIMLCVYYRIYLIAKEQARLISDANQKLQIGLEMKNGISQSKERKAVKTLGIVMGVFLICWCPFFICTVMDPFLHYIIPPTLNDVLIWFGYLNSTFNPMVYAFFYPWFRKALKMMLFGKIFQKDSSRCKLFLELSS
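System: CHO RD-HGA16 cells bearing hTAAR1. Reagent: EC80 β-phenethylamine stimulus. Schedule: seeding 17-24 h prior, 75-min 37 °C, 30-min RT dye loading. Signal: Fluo-8 intracellular calcium dye fluorescence, real-time kinetic reads. Read-out: % inhibition from peak post-agonist over basal fluorescence ratio. Benchmarks: vehicle wells and EC80 agonist wells. Replicates: n of 1.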
Starred values were filed as active, the others as inactive; / = not tested or not shown.

canonical_smiles	OXTR ag	TAAR1 antag	CHO-K1 Ca antag	GPR7 antag	OXTR potentiate	M1 ag parental	V1R ag counter	CHO-K1 Ca PAM	CHO parental Ca
COC(=O)[C@]1(C)N[C@H](c2ccc(-c3ccc(OC)cc3)cc2)[C@@H]2C(=O)N(C)C(=O)[C@@H]21	1.4	-10	2	/	-1	-0.2	0.3	6	-3
CCN1CCN(C(=O)C(NS(=O)(=O)c2ccc3nc(C)sc3c2)C(C)C)CC1 (stereo unspecified)	0.4	-27	7	-4	0	-0.4	0.3	2	-8
O=C(CC(C(=O)O)c1ccc(Cl)cc1Cl)c1ccc(Cl)cc1 (stereo unspecified)	-0.7	-24	-1	-10	-8	2.7	1.4	0	-11
S=C(Nc1ccc2nccnc2c1)N1CCCC1	-0.6	7	-13	-12	-7	1.2	-0.7	25	-11
COc1ccc2cc(C(=O)C3CCCN(C(=O)c4csnn4)C3)ccc2c1 (stereo unspecified)	-0.7	-10	-6	-2	-6	3.1	1.6	11	-8
Cc1nc(CC(=O)N2CCN(S(=O)(=O)c3ccccc3C#N)CC2)cs1	-0.3	-10	-3	-5	-9	0.1	0.6	10	-23
COCCNC(=O)CN(C(=O)CCC(=O)Nc1ccccn1)c1ccccc1F	1.3	-3	-9	0	0	0.2	1.0	24	-9
Cc1ccc(Cn2cc(CN3CC(N4CCN(Cc5cccc(C)c5)CC4)CS3(=O)=O)nn2)cc1 (stereo unspecified)	/	-3	-8	/	/	2.8	/	1	/

(next part)
canonical_smiles	OXTR ag	TAAR1 antag	CHO-K1 Ca antag	GPR7 antag	OXTR potentiate	M1 ag parental	V1R ag counter	CHO-K1 Ca PAM	CHO parental Ca
Cc1c(OCc2nn[nH]n2)ccc2c(-c3ccccc3)cc(=O)oc12	-0.1	1	4	-9	-12	0.3	-1.5	-3	-4
O=C(CCCN1C(=O)/C(=C/c2ccco2)SC1=S)Nc1cccc(C(=O)O)c1	1.0	-17	-3	-1	-5	1.0	3.1	6	-5
O=C(Nc1ccc(Br)cc1)c1cnc[nH]1	2.1	5	-11	-4	-6	0.8	1.3	-11	-4
COc1cc(/C=N/n2c(C)nnc2C)cc(OC)c1OC	-0.4	-7	-11	-13	-9	0.1	-0.3	13	-14
COc1cc(C(=S)N2CCC(Cc3ccccc3)CC2)ccc1OCC(N)=O	3.0	-10	-5	18	4	2.3	2.8	1	-5
O=C(NCc1ccc(F)cc1)c1cc2c(s1)CS(=O)(=O)C2	0.6	-3	-16	5	1	1.5	1.8	21	-6
O=[N+]([O-])c1cccc(NC(=S)NCCc2ccccc2)c1	11	23	31*	-5	-19	12	6.2	-10	17
CCCc1nc2ccc(C)cn2c1Cc1ccc(OC)cc1C	/	-13	4	/	/	0.2	/	-1	/

Among those listed so far, these have a COOH group.
canonical_smiles	OXTR ag	TAAR1 antag	CHO-K1 Ca antag	GPR7 antag	OXTR potentiate	M1 ag parental	V1R ag counter	CHO-K1 Ca PAM	CHO parental Ca
O=C(CC(C(=O)O)c1ccc(Cl)cc1Cl)c1ccc(Cl)cc1 (stereo unspecified)	-0.7	-24	-1	-10	-8	2.7	1.4	0	-11
O=C(CCCN1C(=O)/C(=C/c2ccco2)SC1=S)Nc1cccc(C(=O)O)c1	1.0	-17	-3	-1	-5	1.0	3.1	6	-5

Next structures follow:
canonical_smiles	OXTR ag	TAAR1 antag	CHO-K1 Ca antag	GPR7 antag	OXTR potentiate	M1 ag parental	V1R ag counter	CHO-K1 Ca PAM	CHO parental Ca
O=C(Nc1cccc(S(=O)(=O)N2CCCCC2)c1)C1=NN(c2ccccc2)C(=O)CC1	0.8	4	-13	/	-9	1.7	2.3	10	-10
CC(=O)Nc1ccc(C(=O)CN2CCN(c3ccccc3)CC2)cc1	1.6	4	-18	-8	-1	0.2	0.1	-8	-1
CCC1C(O)=C(c2ccccn2)C(=N)N1c1ccccc1 (stereo unspecified)	-1.9	-4	8	0	0	-1.3	-0.5	2	-22
Cc1ccc(Oc2ncccc2NC(=O)CCCC(=O)O)c2c1CCC2	-0.7	0	-2	-11	9	0.0	0.8	3	-8
Cc1ccc(-c2csc(N3CCC(C(N)=O)(N4CCCCC4)CC3)n2)cc1	-0.2	-34	-10	-2	-3	-0.4	0.7	10	-15
CC1CCCCC1NC(=O)c1cc2c(s1)CS(=O)(=O)C2 (stereo unspecified)	-0.6	-9	-12	9	-7	0.4	0.6	12	-14
Cn1c(CNc2ccc(O)cc2)nc2ccccc21	0.4	-8	4	-5	0	0.0	0.9	22	2
Cc1ccc(C)c(N(CC(=O)N/N=C/c2ccc(-c3ccc([N+](=O)[O-])cc3)o2)S(=O)(=O)c2ccccc2)c1	0.0	-10	-13	-9	0	0.0	0.6	15	-12

The list goes on:
canonical_smiles	OXTR ag	TAAR1 antag	CHO-K1 Ca antag	GPR7 antag	OXTR potentiate	M1 ag parental	V1R ag counter	CHO-K1 Ca PAM	CHO parental Ca
COc1ccc(N2C(=O)CC(N3CCN(c4ccccc4)CC3)C2=O)cc1 (stereo unspecified)	-0.5	-4	-10	-9	-5	0.4	0.3	4	-7
COc1ccccc1NC(=O)C1(c2ccccc2)CCCC1	-2.5	16	-13	-12	6	-0.6	-1.7	9	-44
CC(C)CCNC(=O)C1(C)CCN1Cc1ccc2ccccc2c1 (stereo unspecified)	/	-45	-11	/	/	-0.6	/	11	/
N#Cc1cnn2c(N)c(-c3ccc(Cl)cc3)cnc12	-1.0	38	-2	-16	2	4.9	0.1	6	-4
COCCC(=O)N1CCCC(C(=O)c2ccc(Oc3ccccc3)cc2)C1 (stereo unspecified)	0.0	7	8	-2	-5	1.2	-0.3	-4	-24
COC(=O)c1cccc(OCCCN2CCC(C(O)(c3ccccc3)c3ccccc3)CC2)c1	/	7	-12	/	/	9.6	/	24	/
CCCOc1cc(C)c(S(=O)(=O)NCc2cccs2)cc1C	-1.4	36	-13	/	-10	-0.1	1.4	2	-4
COc1ccc(CCn2c(=O)[nH]c3cc(C(=O)NCCN4CCOCC4)ccc3c2=O)cc1OC	-0.4	-26	-4	-4	-15	0.6	-0.1	14	12

Later entries:
canonical_smiles	OXTR ag	TAAR1 antag	CHO-K1 Ca antag	GPR7 antag	OXTR potentiate	M1 ag parental	V1R ag counter	CHO-K1 Ca PAM	CHO parental Ca
CC1=C(C(=O)N(C(C)C)C(C)C)CC(CC(=O)NC(c2ccccc2)c2ccccc2)C(=O)N1Cc1ccc(F)cc1 (stereo unspecified)	/	-2	-19	/	/	-0.1	/	7	/
CCC(=O)c1ccc(OCC(=O)Nc2cc(S(=O)(=O)N3CCCCC3)ccc2OC)cc1	1.3	-5	1	-8	-10	6.3	5.1	-10	-7
CCN1CCCC1CNC(=O)C(=O)NCc1ccccc1 (stereo unspecified)	0.8	1	-16	-7	0	1.0	0.8	13	4
Cc1onc(-c2c(Cl)cccc2Cl)c1C(=O)ONC(=O)c1ccccc1	-0.3	-13	-1	-4	-9	0.0	-0.9	10	-2
Cc1ccc(-c2nc(-c3cccnc3)no2)cc1	-1.4	0	-3	-5	-10	0.1	0.0	5	-7
Cc1ccc(-c2nnc(SCC(=O)Nc3ccc(N4CCOCC4)cc3)o2)cc1	0.2	2	-7	-3	2	0.1	1.0	14	1
COc1ccc(N/C=C(/C(C)=O)c2ccccc2)cc1	-2.2	2	2	-1	-8	0.6	-0.5	9	-9
O=S(=O)(Cc1ccccc1)N1CCn2c(nc3ccccc32)C1	-1.1	-10	-8	-13	-5	0.5	-0.1	11	-7

The list continues.
canonical_smiles	OXTR ag	TAAR1 antag	CHO-K1 Ca antag	GPR7 antag	OXTR potentiate	M1 ag parental	V1R ag counter	CHO-K1 Ca PAM	CHO parental Ca
COc1cc(NC(=O)c2ccc(N3CC4CC(C3)c3cccc(=O)n3C4)c(NC(=O)c3ccncc3)c2)cc(OC)c1OC (stereo unspecified)	0.0	-4	-9	-8	-3	-0.1	-0.5	22	4
Cc1cc(C)n2nc(SCC(=O)Nc3ccc(F)c(F)c3F)nc2n1	3.6	2	-2	/	3	0.4	1.8	9	-7
Cc1ccc(C(=O)OCC(=O)Nc2ccc3c(c2)OCO3)o1	0.4	6	-3	-11	-11	0.8	0.6	13	-5
Clc1ccc2c(c1)C(C1=NCCN1)c1ccccc1CS2 (stereo unspecified)	0.7	-2	1	2	1	0.9	0.8	18	-5
CC(=O)c1c(C)[nH]c(C(=O)NC(C)c2ccccc2)c1C (stereo unspecified)	-0.2	12	-21	-8	-10	4.6	0.8	7	0
COc1ccccc1NC(=O)C(C)OC(=O)C1CCN(S(=O)(=O)c2ccc(C)c(C)c2)CC1 (stereo unspecified)	-2.5	16	22	/	-7	-0.3	-1.1	-8	-37
COc1ccccc1-n1c(SCC(=O)Nc2ccc(Cl)cc2)nc(O)c(Cc2ccccc2)c1=O	/	-13	-3	/	/	-0.2	/	7	/
Cc1oc(-c2ccccc2Cl)nc1CS(=O)(=O)CC(=O)NC1CCCC1	-0.4	-11	-5	-3	-4	0.4	2.3	16	-19

(further entries)
canonical_smiles	OXTR ag	TAAR1 antag	CHO-K1 Ca antag	GPR7 antag	OXTR potentiate	M1 ag parental	V1R ag counter	CHO-K1 Ca PAM	CHO parental Ca
COc1ccc(/C(O)=C(\C#N)c2nc3ccccc3n2C)cc1OC	1.1	-3	-13	-5	-3	2.6	-0.5	-5	-12
Cn1cc(C(=O)c2cccc(Cl)c2Cl)cc1C(=O)O	0.1	13	-22	-11	-12	0.1	-0.4	0	-12
O=C(N/N=C/c1ccc([N+](=O)[O-])cc1)c1cccs1	-1.0	-16	1	-16	-4	0.8	1.0	8	-16
NC(=O)CC(NC(=O)Cc1ccc(Br)cc1)c1ccc(N2CCN(c3ccc(F)cc3)CC2)c([N+](=O)[O-])c1 (stereo unspecified)	-0.4	-2	-3	/	-6	0.0	0.1	-1	7
COc1ccc(-n2nnnc2SCC(=O)Nc2ccc3c(c2)OCCO3)c(OC)c1	5.9	12	-15	-7	-11	10	5.5	5	-10
COC(=O)[C@@H]1C[C@@]2(O)[C@@H](O)[C@@H](O)[C@@H](O)C[C@H]2N1C/C=C/c1ccccc1	0.8	4	-14	/	8	0.5	2.1	10	-17
Cc1ccc(S(=O)(=O)N(C)C)cc1NC(=O)COC(=O)Cc1ccc(Br)cc1	4.3	12	-5	-7	-3	2.8	3.9	9	-12

Source: PubChem BioAssay
